Compound activity (PubChem BioAssay)
PGC1a acetyl inh = PGC1a acetylation modulation, inhibitor mode; U2OS PGC1a acetylation, AlphaScreen anti-acetyl-lysine; with virally co-expressed GCN5 acetyltransferase; inhibition, % at 15.6 µM; hit rate 0.17% among 350,000; AID 651687;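 active = every replicate shows inhibition of at least 40%; inconclusive = mean inhibition at least 40% but some replicate below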;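 also: 0% = neutral control wells and 100% = positive control wells; some results beyond the cut were filed as inactive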
Cneo AK release = causes C. neoformans cell lysis. adenylate kinase release luminescence, 4 h; normalised: neutral wells 0, clomiphene wells 100. lysis activity, % at 15 µM. hit rate 0.2% among 360,000;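 active = mean lysis activity across replicates of at least 80%, whatever share of replicates individually reach that level; inactive = mean lysis activity below 80%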
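Material – log-phase Cryptococcus neoformans yeast cells · Input – 5 × 10^6 yeast cells/mL · Medium – fresh YPD growth medium · Doses – single compound concentration per well · Timing – static 4 h at 37 °C with compound, 1 h detection · Detection – adenylate kinase release luminescence · Read-out – signal increase indicating cell lysis · Control set – Clomiphene as positive lysis control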
PglD inh = inhibitors of Campylobacter jejuni PglD acetyltransferase; inhibition, % at 12.5 µM; hit rate 0.098% among 360,000; purified PglD enzyme, DTNB colorimetric CoA detection; AID 602405; in the data active = inhibition above about 16%, passing the limit was not always enough; inconclusive = no clear call, values can overlap the other calls; also: strong numbers were not always called active
PAX8 reporter = PAX8 transcriptional activity inhibition; RMG-I TPO-luciferase reporter, SteadyGlo, 24 h; inhibition, % at 12.6 µM; hit rate 1.2% among 360,000;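 active = mean replicate inhibition at least 60% with every replicate also reaching 60%; inconclusive = only one of the two criteria is met; inactive = mean below 60% and not all replicates reaching 60%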;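 also: luciferase light reporting Pax8 driven TPO promoter activity; plate controls were median of neutral control wells for no effect and mitoxantrone controls for full effect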
GSIS activator = GLuc luminescence reporter in INS-1E cells, primary screen for activators of glucose-dependent secretion of insulin. INS-1E GLuc reporter insulin secretion, 2-3 h. activation, % at 16.6 µM. hit rate 0.61% among 370,000;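 active = lowest replicate activation of at least 40%, so every replicate reaches that level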;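 also: 0% = median of neutral control wells and 100% = median of IBMX positive control wells; some compounds called inactive have numbers as strong as hits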
LGR2 inh = blocks bursicon-induced cAMP signaling via Drosophila LGR2. HEK293 LGR2, CRE-luciferase, bursicon-stimulated, 4 h. inhibition, % at 9.99 µM. hit rate 0.35% among 380,000. AID 720647;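 active = drop in luminescence signal, shown as inhibition above about 50% in the replicate tests, limit read from the data, passing the limit was not always enough; inconclusive = probably only some replicates passing the limit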;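 also: agonist challenge used bursicon conditioned medium at about half maximal strength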
ARNT-TACC3 inh = ARNT/TACC3 interaction disruption; AlphaScreen His-ARNT PAS-B/GST-TACC3 binding, luminescence; TACC3 fragment carries E629A point mutation; AID 623870; Q9Y6A5; hit rate 0.66% among 390,000; inhibition, % at 9.99 µM;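 active = mean inhibition of replicates at least 50% and at least half of replicates each reaching 50%; inconclusive = half or more replicates reach 50% but mean below 50%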;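 also: 0% = complete ARNT plus TACC3 wells and 100% = ARNT alone without TACC3; many hits fall short of the cut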
Statin myotox sup = protects C2C12 myotubes from simvastatin toxicity; ATP luminescence, 48 h; scaled: DMSO 0, geranylgeraniol control 100; rescue of ATP level, % at 7.49 µM; hit rate 0.78% among 330,000; AID 602340;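 active = mean ATP rescue above about 67%, or every replicate alone reaching that limit, limit read from the data, passing the limit was not always enough; inconclusive = no clear call, values can overlap the other calls; inactive = mean under the limit and some replicate under it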;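 also: myotubes were challenged with 10 µM simvastatin during compound exposure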
Active calls of the source: *; ? = inconclusive; . = not tested or not shown. An unsorted share of the library; 2.9% or so of the library scored in one or more.

SMILES	PGC1a acetyl inh	Cneo AK release	PglD inh	PAX8 reporter	GSIS activator	LGR2 inh	ARNT-TACC3 inh	Statin myotox sup
O=C(CCS(=O)(=O)c1cccc2nsnc12)N1CC(=O)N(CCc2ccccc2)C(=O)C1	1	0	-6	.	0	.	-1	6
Cc1ccc(NC(=O)C2CCCN2C(=O)NC2CCCCC2)cc1F (stereo not drawn)	.	-1	0	-8	14	8	11	-15
COC(=O)c1ccc2cc(F)cc(C)c2n1	-10	1	1	20	-1	-2	.	2
CCOc1ccc(N(CCC#N)S(=O)(=O)c2ccc(OC)cc2)cc1	-1	.	.	.	-31	6	-1	2
O=C(c1ccccc1Cc1ccccc1)N1CCN(S(=O)(=O)c2ccccc2Br)CC1	-12	-2	8	19	3	2	5	16
COc1cc(OC)cc(-c2nnc(SCC(=O)N3CCCC3)o2)c1	-6	2	1	.	.	.	-7	13
Cn1c(N)c(C(=O)COC(=O)COc2ccc(Br)cc2)c(=O)n(C)c1=O	-4	-1	3	6	0	-1	5	-2
Cc1cc(C(F)(F)F)nc(SCC(=O)Nc2nccs2)n1	-3	0	1	-3	14	-3	-1	.
CC(=O)NS(=O)(=O)c1ccc(N=c2ssc3c2-c2cc(C)c(C)cc2NC3(C)C)cc1	-15	9	-1	8	-23	20	4	-39
Cc1ccc(C)c(N2CCN(C(=S)NC3CCCCC3)CC2)c1	4	-6	5	-3	-6	8	-5	-40

Quoted from the listing:
Under PGC1a acetyl inh, CCOc1ccc(N(CCC#N)S(=O)(=O)c2ccc(OC)cc2)cc1 shows -1
Under ARNT-TACC3 inh, Cc1ccc(NC(=O)C2CCCN2C(=O)NC2CCCCC2)cc1F (stereo not drawn) shows 11
Under Statin myotox sup, COC(=O)c1ccc2cc(F)cc(C)c2n1 shows 2
Under Statin myotox sup, Cc1ccc(C)c(N2CCN(C(=S)NC3CCCCC3)CC2)c1 shows -40
Under PGC1a acetyl inh, Cn1c(N)c(C(=O)COC(=O)COc2ccc(Br)cc2)c(=O)n(C)c1=O shows -4
Under PglD inh, O=C(CCS(=O)(=O)c1cccc2nsnc12)N1CC(=O)N(CCc2ccccc2)C(=O)C1 shows -6
Under LGR2 inh, CC(=O)NS(=O)(=O)c1ccc(N=c2ssc3c2-c2cc(C)c(C)cc2NC3(C)C)cc1 shows 20

Next part:
SMILES	PGC1a acetyl inh	Cneo AK release	PglD inh	PAX8 reporter	GSIS activator	LGR2 inh	ARNT-TACC3 inh	Statin myotox sup
COCCN(CC(=O)Nc1ccccc1C(F)(F)F)C(=O)/C=C/c1cc(Cl)c2c(c1)OCCO2	.	1	-1	6	2	-3	33	3
CC(C)c1c(C(=O)N/N=C/c2cccnc2)nnn1-c1nonc1N	-3	-2	2	22	74	12	-2	-1
Cc1nnc2sc(-c3ccc(N(C)C)cc3)nn2c1=O	5	-10	-5	-54	-6	-48	1	-2
Cn1c(SCc2ccccc2)nccc1=O	-7	0	6	4	-1	-11	-15	5
N#C[C@@H]1[C@@H](c2ccc(C3=CCCC3)cc2)[C@@H](CO)N1S(=O)(=O)c1ccccc1	-1	56	2	0	-6	-1	-13	-26
COc1ccc(Cl)cc1NC(=O)CSc1nc2[nH]ncc2c(=O)[nH]1	-9	0	0	-12	.	-15	.	2
COc1ccc([N+](=O)[O-])cc1NC(=O)Cc1noc2ccc(C)cc12	7	.	.	12	-3	18	-3	.
CO[C@@H]1CN(C)C(=O)c2cc(NC(=O)NC(C)C)ccc2OC[C@@H](C)N(Cc2ccccn2)C[C@@H]1C	2	1	2	3	-4	-7	-5	-6
COc1ccc(-c2ccc(CN3C(C(C)C)C(=O)N(Cc4cn(CCC5OCCCO5)nn4)CCS3(=O)=O)cc2)cn1 (stereo not drawn)	-1	-5	-2	-8	-33	-19	.	4
O=S(=O)(Nc1cc(S(=O)(=O)N2CCOCC2)ccc1Cl)c1ccccc1	.	-1	2	8	1	-2	-1	0
COCC(=O)Nc1ccc2c(c1)C(=O)N(C)C[C@@H](OC)[C@@H](C)CN(C(=O)c1ccccn1)[C@H](C)CO2	10	0	1	2	6	10	-6	6
CC(C)n1cnnc1SCC(=O)Nc1ccc(N2CCCCC2)cc1	.	-6	-2	-13	-2	-18	2	-5
COc1ccc(Cc2c(C(C)(C)C)nc3ccc(Br)cn23)c(C)c1	0	-1	2	-5	.	.	.	-3
CCO[C@H]1OC(C(=O)Nc2ccccc2)=C[C@@H](c2csc3ccccc23)[C@@H]1CCCO	?	15	-2	16	-18	10	1	22
O=C(NCC1CCCCC1)[C@H]1[C@H](CO)[C@H]2Cn3c(cccc3=O)[C@@H]1N2CCc1ccccc1	.	-3	1	.	-9	7	2	-5
C[C@@H]1CN([C@H](C)CO)C(=O)c2cccc(NS(=O)(=O)c3ccc(F)cc3)c2O[C@@H]1CN(C)Cc1ccc(C(=O)Nc2ccccc2N)cc1	-29	8	9	.	-7	-70	.	-20
CC(=O)NC1CCC(=O)C=C1c1ccccc1 (stereo not drawn)	.	.	.	-2	-5	-12	0	.
Cc1ccc(NC(=S)NCCc2ccc(F)cc2)c(C)c1	-2	1	2	-17	24	-2	-23	.
NS(=O)(=O)c1cccc(NC(=O)CC23CC4CC(CC(Br)(C4)C2)C3)c1	7	5	-1	-12	-6	4	-2	-27
CC(C)Oc1cccc(-c2cc(C(=O)N3CCN(c4ncccn4)CC3)c3ccccc3n2)c1	30	-21	6	28	.	.	9	32

One compound at a time, as listed above. Screens in order: PGC1a acetyl inh | Cneo AK release | PglD inh | PAX8 reporter | GSIS activator | LGR2 inh | ARNT-TACC3 inh | Statin myotox sup
CC(=O)NC1CCC(=O)C=C1c1ccccc1 (stereo not drawn) reads . | . | . | -2 | -5 | -12 | 0 | .
CC(C)n1cnnc1SCC(=O)Nc1ccc(N2CCCCC2)cc1 reads . | -6 | -2 | -13 | -2 | -18 | 2 | -5
NS(=O)(=O)c1cccc(NC(=O)CC23CC4CC(CC(Br)(C4)C2)C3)c1 reads 7 | 5 | -1 | -12 | -6 | 4 | -2 | -27
Cc1ccc(NC(=S)NCCc2ccc(F)cc2)c(C)c1 reads -2 | 1 | 2 | -17 | 24 | -2 | -23 | .
COc1ccc(Cc2c(C(C)(C)C)nc3ccc(Br)cn23)c(C)c1 reads 0 | -1 | 2 | -5 | . | . | . | -3

Other results:
SMILES	PGC1a acetyl inh	Cneo AK release	PglD inh	PAX8 reporter	GSIS activator	LGR2 inh	ARNT-TACC3 inh	Statin myotox sup
COc1cccc(NC(=S)N(Cc2ccc(C)cc2)Cc2ccccn2)c1	.	.	.	-5	-20	-19	2	.
Oc1[nH]c2ccccc2c1N=NC(=S)NCC1CCCO1 (stereo not drawn)	.	.	.	37	11	-12	38	.
CCCCOc1ccc(C(=O)N2CCC(C)CC2)cc1	7	-1	-3	.	-8	-25	.	-4
CCc1nc2ccccc2n1CC(=O)NC1CCS(=O)(=O)C1 (stereo not drawn)	3	0	0	3	9	16	-9	3
Cc1noc(C)c1S(=O)(=O)Nc1ccc2c(c1)C(=O)N([C@H](C)CO)C[C@H](C)[C@H](CN(C)Cc1ccc3c(c1)OCO3)OCCCC[C@H](C)O2	34	-2	0	-8	-4	17	-1	.
CCCC#Cc1ccc2c(c1)O[C@H](CN(C)C(=O)c1ccccc1F)[C@H](C)CN([C@H](C)CO)S2(=O)=O	-9	7	-1	.	-33	11	7	-15
CO[C@@H]1CN(C)C(=O)c2cc(NC(=O)C3CCOCC3)ccc2OC[C@H](C)N(C(=O)c2ccccc2)C[C@H]1C	5	.	.	.	-6	-11	.	-4
C[C@H](CO)N1C[C@H](C)[C@@H](CN(C)Cc2ccc(Oc3ccccc3)cc2)Oc2ccc(NC(=O)Nc3ccccc3)cc2C1=O	-3	44	0	-10	-5	11	0	-10
COc1ccc(C(O)P(=O)(OC(C)C)c2ccc(N(C)C)cc2)c(OC)c1 (stereo not drawn)	3	1	2	0	-12	5	-8	2
CNC[C@H]1Oc2ccc(N(C)C)cc2CC(=O)N([C@@H](C)CO)C[C@@H]1C	0	-6	-1	-27	-1	-11	.	1
C[C@@H]1CN([C@H](C)CO)C(=O)c2cc(-c3ccccc3)cnc2O[C@@H]1CN(C)C(=O)Cc1ccccn1	-9	4	3	.	7	-2	-1	-11
COc1ccc(C2c3ccsc3CCN2C(=O)C(C)(C)C)cc1 (stereo not drawn)	-8	.	.	-14	-10	10	4	.
CN(C)CCCNC(=O)C1CCNCC1	-3	-1	0	-5	.	.	-2	14
CC(=O)N1CCc2cc(C(=O)CN3CCN(c4ccccc4F)CC3)ccc21	4	-1	4	2	5	-3	-5	3
N#Cc1ccc(-c2ccccc2)nc1SCCN1CCOCC1	.	.	.	3	12	-30	3	.
Fc1ccc(-c2nnn(Cc3ccccc3Cl)n2)cc1	-9	0	-6	-1	-2	-64	-9	1
CCOc1ccc(/C=C/C(=O)CCC(=O)O)cc1	0	-2	5	-190	13	-33	.	-3
O=C(O)CC1(CC(=O)Nc2ccc(Oc3cccc(C(F)(F)F)c3)nc2)CCCC1	15	0	-3	-6	-18	2	.	.
COc1cccc(-c2ccc(C3[C@@H]4CN(S(=O)(=O)c5ccccc5)C[C@H]3N4)cc2)c1 (stereo partly drawn)	-28	.	.	9	9	-12	.	.
CCC(C)[C@H](NC(=O)Nc1ccc(S(N)(=O)=O)cc1)C(=O)O (stereo partly drawn)	.	-1	0	-11	1	-3	-7	.
N#Cc1ccsc1NC(=O)C1CCN(C(=O)c2ccc(Cl)cc2)CC1	.	.	.	10	-14	2	1	.
C=C[C@](C)(CC[C@@]1(C)C(C)CC(OC2OC(C)C(OC3OC(COC(C)=O)C(O)C(O)C3O)C(O)C2O)[C@@]2(C)C(C)=CCCC12)OC1OC(C)C(O[C@@H]2O[C@@H](C)C(O)C(O)[C@H]2O)C(O)C1O (stereo partly drawn)	-3	-3	-2	.	.	.	5	-3
CN(C)C(=O)c1cccc(-c2ccc3c(c2)[C@@H]2[C@@H](CCN2C(=O)c2ccc4c(c2)OCO4)[C@@H](CO)N3)c1	9	-16	0	33	-11	10	26	8
O=C(C1CC1)N1C[C@@H]2[C@H](c3ccccc31)[C@@H](CO)N2Cc1ccccc1Cl	8	-2	-2	19	4	15	-25	-9
CC(=O)Nc1ccc(S(=O)(=O)NCc2nc(-c3cccc(C)c3)no2)cc1	-6	0	1	-17	14	-3	4	-4
Cc1[nH][nH]c(=O)c1C(c1cc([N+](=O)[O-])ccc1O)c1c(C)[nH][nH]c1=O	.	3	-7	24	2	-2	16	.
